Source: PubChem
MLL CXXC-DNA inh – qHTS Fluorescence Polarization Assay for Inhibitors of MLL CXXC domain - DNA interaction; Histone-lysine N-methyltransferase 2A (Homo sapiens), Q03164; MLL-CXXC / FITC-HOXA9 DNA fluorescence polarization; Potency, µM (doses to about 115 µM), without a hit: top-dose activity change, negative = inhibition, most hits filed as inhibitors; 290,000 compounds, 0.037% hits; active means well fitted inhibition curve with a large enough effect in the polarisation, with a control signal flat, not every such curve was filed as active; inconclusive means small, poorly fitted or top-dose-only effect, or effect the other way, or a change in a side signal; inactive means no such curve, though single readings can be large or run the other way; the % refers to the polarisation; further: potency means the concentration at half of the fitted maximal effect
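Purified MLL-CXXC (added from a 7 uM solution) was preincubated 5 min at ambient with pinned compounds in 50 mM Tris-HCl pH 7.5, 50 mM NaCl, 1 mM DTT, 0.05% BSA. Fluorescein-labeled HOX-A9 DNA (50 nM solution) followed, 30 min, then polarization read.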
PKM2 act – qHTS Assay for Activators of Human Muscle isoform 2 Pyruvate Kinase. Potency, µM (top dose mostly 57.5 µM), without a hit: at the highest dose activation, actives largely listed as activators. purified PKM2, Kinase-Glo ATP luminescence, activation; response scale: 0% is enzyme alone, no compound. Pyruvate kinase PKM (Homo sapiens), P14618. AID 1631, 2009. 260,000 compounds, 0.34% hits; further: potency means the concentration at half of the fitted maximal effect; on the % scale 0 is the no-effect control and ±100 the full control effect; nearly all actives have a fitted effect of over 55% in size
Target sequence (P14618 whole entry, looked up, canonical isoform): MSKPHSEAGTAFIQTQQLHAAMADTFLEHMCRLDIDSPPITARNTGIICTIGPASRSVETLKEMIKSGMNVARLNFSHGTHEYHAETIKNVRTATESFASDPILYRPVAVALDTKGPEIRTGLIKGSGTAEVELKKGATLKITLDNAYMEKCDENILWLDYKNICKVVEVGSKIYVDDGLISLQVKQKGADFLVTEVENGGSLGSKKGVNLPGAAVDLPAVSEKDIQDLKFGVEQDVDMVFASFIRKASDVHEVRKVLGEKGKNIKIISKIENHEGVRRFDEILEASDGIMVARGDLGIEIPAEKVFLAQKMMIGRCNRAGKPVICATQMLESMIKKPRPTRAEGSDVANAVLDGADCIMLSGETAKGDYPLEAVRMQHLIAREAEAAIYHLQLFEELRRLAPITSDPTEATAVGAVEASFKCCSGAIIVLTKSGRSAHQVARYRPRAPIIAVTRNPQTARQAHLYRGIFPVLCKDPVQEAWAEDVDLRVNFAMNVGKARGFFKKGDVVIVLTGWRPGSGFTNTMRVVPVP
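ATP formation by purified human PK-M2, quantified via coupled luciferase luminescence after 1 h at room temperature with 0.1 mM ADP and 0.5 mM PEP final.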
TRPV1 ag – HTS Assay for Compounds that Act as Agonists of the Vanilloid Receptor 1; 320,000 compounds, 0.19% hits; TRPV1-expressing cells, Fluo-8 calcium influx, agonist mode; activation, % at 8.33 µM; AID 540275, 2011; Transient receptor potential cation channel subfamily V member 1 (Homo sapiens), Q8NER1; in the data active means activation above about 80%; inconclusive means between about 30% and that limit; further: 0% is about no effect
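TRPV1-expressing cells were cultured overnight at 35.5C and loaded with Fluo-8 calcium dye for 40 to 90 min at room temperature. After a 10 s baseline, compound was added and calcium influx was read kinetically for 3 min (ex 480/em 520 nm).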
Menin-MLL TR inh – qHTS Assay for Inhibitors Targeting the Menin-MLL Interaction in MLL Related Leukemias: Competition With Texas Red Labeled MLL-derived Mutant Peptide; O00255; AID 1768, 2009; Potency, µM (doses to about 61.6 µM), inactives show top-dose FP activity change, negative = inhibition, hits mostly inhibitors; 270,000 compounds, 0.23% hits; Menin + Texas Red MLL mutant peptide, fluorescence polarization; active means well fitted inhibition curve with a large enough effect in the polarisation, with a control signal flat, not every such curve was filed as active; inconclusive means small, poorly fitted or top-dose-only effect, or effect the other way, or a change in a side signal; inactive means no such curve, though single readings can be large or run the other way; the % refers to the polarisation; further: potency means the concentration at half of the fitted maximal effect; % of control where 0% means no effect; many of its hits are not listed in these tables
GALK inhibitor – qHTS Assay for Inhibitors of Human Galactokinase (GALK); P51570; Purified GALK, Kinase-Glo residual ATP luminescence; Potency, µM (top dose mostly 57.5 µM), without a hit: at the top dose activity change, negative = inhibition, hits mostly inhibitors; 270,000 compounds, 0.007% hits; AID 1868, 2009; further: potency means the concentration at half of the fitted maximal effect; on the % scale 0 is the no-effect control and ±100 the full control effect
Target sequence (P51570 whole entry, looked up): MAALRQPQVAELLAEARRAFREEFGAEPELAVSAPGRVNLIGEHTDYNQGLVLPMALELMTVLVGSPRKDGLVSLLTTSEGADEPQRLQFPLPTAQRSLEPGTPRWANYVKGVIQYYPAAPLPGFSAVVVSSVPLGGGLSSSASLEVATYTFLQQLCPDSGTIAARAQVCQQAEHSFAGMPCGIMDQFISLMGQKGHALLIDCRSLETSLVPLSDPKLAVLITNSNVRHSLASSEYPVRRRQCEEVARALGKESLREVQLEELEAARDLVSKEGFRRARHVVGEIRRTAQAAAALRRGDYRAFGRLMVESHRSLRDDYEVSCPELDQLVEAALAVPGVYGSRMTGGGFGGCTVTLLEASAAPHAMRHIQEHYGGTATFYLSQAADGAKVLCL
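GALK at 5 nM final was combined with compound, 35 uM ATP and 100 uM galactose in HEPES pH8.0 with MgCl2 and DTT. The reaction ran one hour at room temperature before luminescent ATP detection.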
B2AR arrestin – qHTS assay of beta-arrestin-biased ligands of beta2-adrenergic receptor; Beta-2 adrenergic receptor (Homo sapiens), P07550; beta-arrestin recruitment to beta2AR, cell-based reporter; Potency, µM (top dose mostly 46.1 µM), without a hit: top-dose activation, usual class: activators; 330,000 compounds, 0.02% hits;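 further: potency means the concentration at half of the fitted maximal effect; 0% = DMSO controls and full agonism = EC100 isoproterenol or metaproterenol; nearly all actives have a fitted effect of over 65% in size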
Coupling enz – qHTS Assay for Inhibitors of Fructose-1,6-bisphosphate Aldolase from Giardia Lamblia: Coupling assay counterscreen | activity change, negative = inhibition, % at 58.2 µM, hits read low | coupling enzyme system counterscreen, AmpLite Red fluorescence | 290,000 compounds, 0.67% hits; in the data active means activity change below about -30%; further: on the % scale 0 is the no-effect control and ±100 the full control effect
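Coupling enzymes only (glyceraldehyde-3-phosphate) + compound, at 57.5 uM final, 10 min RT; add substrate/coupling/AmpLite Red mix, 20 min RT; fluorescence ex 525/em 598 nm. Actives flag coupling-system interference.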
Giardia killer – Small Molecules that selectively kill Giardia lamblia: qHTS | Giardia lamblia trophozoite viability | activity change, % at 7.66 µM, hits read low | 340,000 compounds, 0.15% hits; in the data active means activity change below about -80%; inconclusive means between about -30% and that limit;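 further: parasites exposed to compound for two days anaerobically before the ATP read; on the % scale 0 is the no-effect control and ±100 the full control effect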
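ATP-content bioluminescence gauges trophozoite survival. Cells (100/well) receive compound and incubate anaerobically for 48 hrs at 37 deg C; detection reagent follows for 15-30 min at room temperature.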
KCNH2 WT inh – qHTS for Inhibitors of KCHN2 3.1: Wildtype qHTS | AID 720551, 2013 | activity change, % at 1.84 µM | 340,000 compounds, 0.37% hits | U2OS, BacMam KCNH2, thallium flux FluxOr; active compounds read low;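 active means maximum activity change below -70%; inconclusive means maximum activity change between -70% and -50%; inactive means maximum activity change above -50%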; further: on the % scale 0 is the no-effect control and ±100 the full control effect
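U2OS cells transduced with wild-type KCNH2 virus are loaded with FluxOr dye for 45 min, and thallium flux is measured in kinetic reads before and after stimulation buffer. Rate constants are normalized to DMSO controls.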
USP2a block – qHTS Assay for Inhibitors of Ubiquitin-specific Protease USP2a Using CHOP2 as the Reporter. Potency, µM (top dose mostly 38.3 µM), inactives show at the top dose activity change, negative = inhibition, usual class: inhibitors. AID 463254, 2010. 330,000 compounds, 0.01% hits. USP2 core, Ub-CHOP2 coupled fluorogenic reporter, 485/531. Ubiquitin carboxyl-terminal hydrolase 2 (Homo sapiens), O75604;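 further: potency means the concentration at half of the fitted maximal effect; plate controls were DMSO wells for no effect and full inhibition by NEM control for full effect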
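USP2 core (10nM final) preincubated 30min RT with compound in 20mM Tris-HCl pH 8.0, 2mM CaCl2, 2mM beta-mercaptoethanol, 0.05% CHAPS; 25nM Ub-CHOP2 plus 25nM reporter substrate added, fluorescence (Ex485/Em531) read after 60min.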
KCNH2 3.1 inh – qHTS for Inhibitors of KCHN2 3.1: Mutant qHTS | U2OS KCNH2 3.1, thallium flux FluxOr; active compounds read low | 340,000 compounds, 0.95% hits | Potassium voltage-gated channel subfamily H member 2, brain isoform KCNH2 3.1 (human) | activity change, % (tested at about 1.8 µM);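 active means maximum activity change below -70%; inconclusive means maximum activity change from -70% to -50%; inactive means maximum activity change above -50%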;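 further: thallium influx rate constant from kinetic fluorescence after stimulation buffer; on the % scale 0 is the no-effect control and ±100 the full control effect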
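Channel expression came from 3.1 mutant virus (1.77 x 10^8 /mL) applied to suspended U2OS cells for 4 h. Flux was tracked with FluxOr dye plus Red40 quencher, and kinetic rate constants normalized to controls.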
Numbers without * were called inactive; ? = inconclusive; · = no result given; [ ] = another dose, or the depositor's remark. Unless noted, the call rests on the fitted dose curve; in most records, active means well fitted curve in the direction sought with a large enough effect; inconclusive means small, poorly fitted or top-dose-only effect, or another doubt; inactive means no such curve, though single readings can be large; an effect the other way counts as inactive or inconclusive.

SMILES	MLL CXXC-DNA inh	PKM2 act	TRPV1 ag	Menin-MLL TR inh	GALK inhibitor	B2AR arrestin	Coupling enz	Giardia killer	KCNH2 WT inh	USP2a block	KCNH2 3.1 inh
CC(C)CCN1CCN(Cc2cccn2-c2cccnc2)CC1CCO (stereo not given)	2%	0%	1	3%	-1%	-0.5%	1	-10	22	0%	20
O=C(NN1C(=O)/C(=C/c2ccc(O)cc2)SC1=S)c1ccccc1O	-2%	·	-5	119%[activator]	-2%	0.0%	8	6	0	22%	21
O=C(NCCc1c[nH]c2ccccc12)N[C@@H](Cc1ccccc1)C(=O)O	?	·	-3	22%	5%	-0.6%	6	0	-7	0%	-23
COc1ccc(CCC(=O)OCC(=O)Nc2sccc2C#N)cc1	·	·	·	·	·	-1.1%	·	-18	0	-1%	-17
COc1ccc(NC(=O)c2c(C)noc2-c2snnc2C)cc1	-6%	-1%	4	·	8%	0.3%	-1	-19	4	1%	4
O=C(Nc1ccccc1NS(=O)(=O)c1ccc(F)cc1)C1CCC1	5%	0%	1	4%	0%	0.2%	0	-3	-11	-2%	0
COc1ccc(NS(=O)(=O)c2ccc(O)c(NC(=O)c3ccc(S(=O)(=O)N4CCCC4)cc3)c2)cc1	-10%	-1%	-1	·	2%	0.2%	3	4	-3	0%	7
Cc1cccc(CCNCc2c(C(=O)O)c(C)n(-c3ccccc3)c2C)c1	1%	·	3	?	8%	-0.3%	2	9	0	3%	-6
O=C(O)CC(C(=O)NCc1ccccc1)C1CCCO1 (stereo not given)	6%	0%	-3	8%	0%	-0.6%	2	9	-3	-2%	5
C/C=C(\NC(C)=O)c1ccccc1	·	·	0	·	·	-0.1%	·	-24	-4	-1%	0
Cc1nc(-c2ccccc2)sc1C(=O)/C=C/c1ccc(Cl)cc1	-5%	-14%	7	19%	1%	0.4%	0	-17	-11	2%	8
CCOC(CNC(=O)c1cc2c(=O)n(CC)c3ccccc3c2s1)OCC	-6%	·	-3	?	1%	3.3%	0	17	-5	5%	10
COc1cc(S(=O)(=O)Nc2cccc3cn[nH]c23)c(OC)cc1C	4%	5%	17	·	6%	0.1%	·	14	1	3%	-10
COc1ccc(CN(C(=O)CCC(=O)N2CCCCC2)c2nccs2)cc1OC	-6%	2%	?	-8%	5%	-1.0%	2	-21	-3	4%	1
COc1cccc(NC(=O)Nc2cc(C(=O)NC(C)C)ccc2N2CC3CC(C2)c2cccc(=O)n2C3)c1 (stereo not given)	-1%	·	2	-11%	6%	-0.3%	3	2	-11	0%	-2
Cc1ccc(S(=O)(=O)N2CCN(C(=O)COC(=O)CCOc3ccccc3C)CC2)c(C)c1	·	·	0	·	·	0.0%	·	-6	1	0%	4
Cc1noc(C)c1NC(=O)N(C)C[C@H]1Oc2ccc(NC(=O)c3ccncc3)cc2C(=O)N([C@H](C)CO)C[C@@H]1C	·	·	·	·	·	-0.5%	·	8	1	2%	6
CN(C(=O)c1c(Cl)cnn1C)C12CC3CC(CC(C3)C1)C2	0%	10%	16	-5%	0%	-0.2%	4	-2	7	4%	2
CC1Cc2cc(/C=C3/SC(=S)NC3=O)ccc2O1 (stereo not given)	-25%	-1%	-2	·	-6%	-1.0%	2	0	0	1%	-8
CCCCN1C=CC(=C2C(=O)c3ccccc3C2=O)C=C1	0%	-45%	-12	-23%	15%	0.0%	-6	-95*	6	4%	·
COc1ccccc1N1CCN(C(=O)C2CCN(S(=O)(=O)c3ccc(C)cc3)CC2)CC1	7%	0%	0	-21%	6%	0.2%	1	-4	-1	-1%	7
CC(Oc1cc2oc(=O)c3c(c2cc1Cl)CCC3)C(=O)NCc1ccncc1 (stereo not given)	1%	·	6	·	1%	0.2%	·	7	-1	-1%	15
O=C(CCn1c(=O)oc2ccccc21)N1CCCCCC1	0%	1%	2	2%	1%	-0.1%	1	10	-11	-2%	4
COc1cc(/C=C2\C(=N)N3N=CSC3=NC2=O)cc(Br)c1OC(=O)c1ccco1	?	-33%	-2	16%	-8%	-0.2%	8	3	·	2%	-4
COc1ccc(CN2C(=O)C(Cc3ccccc3)Nc3ncnc(N4CCN(c5ccccc5)CC4)c32)cc1 (stereo not given)	·	·	8	·	·	-0.8%	·	18	4	-1%	0
CCn1c(SCc2nc3ccccc3[nH]2)nnc1-c1cccs1	24%	19%	16	-4%	-3%	0.5%	-25	-1	1	-1%	10
C[C@H](NC(=O)OC(C)(C)C)C(=O)N/N=C/c1cccc2nccnc12	16%	0%	-3	·	1%	-1.1%	-1	-15	1	9%	16
CC1=NN(c2ccc(Cl)cc2)C(=O)C1C(c1cccc(O)c1)c1c(C)[nH]n(-c2ccc(Cl)cc2)c1=O (stereo not given)	2%	3%	-1	?	0%	0.2%	15	-12	-1	-1%	5
COc1ccc(NC(=O)CN2C(=O)NC(C)(C3CC3)C2=O)cc1S(=O)(=O)N1CCOCC1 (stereo not given)	·	·	-1	·	·	-0.3%	·	11	-2	0%	-3
Cc1cc2c(cc1C)[n+](C)cn2CC(O)COCC1CC=CCC1 (stereo not given)	9%	-5%	-2	-27%	10%	0.2%	-10	13	2	-5%	3
CC(OC(=O)c1cccc([N+](=O)[O-])c1)C(=O)N1CCc2ccccc21 (stereo not given)	·	·	6	·	·	-0.1%	·	7	-4	0%	28
O=C(CCn1c(=O)oc2ccccc21)NCCCN1CCN(c2ccc(F)cc2)CC1	3%	18%	1	?	0%	-1.0%	-2	7	9	1%	8
COc1ccccc1/C=C/CN1CCN(Cc2ccc(C)o2)C(CCO)C1 (stereo not given)	1%	3%	-2	-4%	3%	-0.5%	1	-6	15	-1%	·
CCc1sc(NC(=O)c2cc3ccccc3oc2=O)nc1-c1cccs1	8%	-13%	-1	-11%	1%	-0.1%	1	-12	1	6%	3
COc1ccccc1CCc1nnc(CCC(=O)NCCCOc2cccnc2)o1	-4%	19%	2	1%	1%	-0.6%	2	2	3	2%	1
COc1ccccc1-c1c(C)nn2c(N3CCOCC3)cc(C)nc12	6%	·	3	5%	-1%	-0.2%	4	1	-10	-6%	-5
COc1ccc(CCNC(=O)c2ccc3c(c2)NC(=O)C(CSCc2cc(C)ccc2C)N3)cc1OC (stereo not given)	17%	14%	-2	-18%	-3%	-0.1%	0	·	·	-1%	·
COC(=O)C(NC(=O)c1c(C)nn(C)c1Cl)c1ccccc1 (stereo not given)	1%	0%	1	0%	10%	0.0%	3	-11	-16	0%	21
CCOc1cc(/C=C/c2cccc[n+]2C)ccc1O	1%	1%	-3	0%	6%	-0.4%	0	16	-9	-2%	-9
COc1ccccc1N1CCN(C(=O)c2onc(C)c2Cl)CC1	·	6%	?	-21%	·	-1.3%	1	-10	-13	1%	25
COc1ccc2sc(NC(=O)c3ccco3)nc2c1	1%	-42%	?	19%	0%	-0.7%	-1	?	19	3%	4
Cc1ccsc1/C=N/n1c(-c2ccccn2)n[nH]c1=S	7%	-14%	-4	-12%	2%	-0.3%	-1	-4	1	2%	-3
CCOC(=O)CNC(=O)c1nn(-c2ccc(OCC)cc2)c(=O)c2ccccc12	4%	-1%	1	-22%	0%	5.3%	-6	-11	-7	3%	-12
COc1ccc(OCC2CNC(=O)O2)cc1 (stereo not given)	-10%	-1%	3	-2%	·	-0.7%	0	-10	-15	0%	11
CCOc1ccc(NC(=O)CN(C)C(=O)c2cn3ccccc3n2)cc1OCC	·	·	0	·	·	-0.9%	·	7	7	1%	5
COc1ccc(CNC(=O)c2ccc3ccccc3n2)cc1OC	2%	·	?	?	0%	-0.1%	3	-4	0	-2%	-4
Cc1cccc(S(=O)(=O)NCCNS(=O)(=O)c2cccc(C)c2)c1	?	·	7	·	0%	-0.7%	0	8	2	1%	-3

Some of the compounds tested; rates above refer to the full screens.
